Source: PubChem (several laboratories)
NPY Y2 blocker: NPY-Y2 receptor antagonists, primary screen, cell-based. NPY-Y2 expressing cells, antagonist mode. inhibition, % at 2.7 µM. Neuropeptide Y receptor type 2 (Homo sapiens), P49146. AID 793, 2007. 140,000 compounds, 0.99% hits; in the data active means inhibition above about 17%;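 further: 0% = vehicle with agonist challenge and 100% = reference antagonist with challenge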
Target sequence (P49146 whole entry, looked up): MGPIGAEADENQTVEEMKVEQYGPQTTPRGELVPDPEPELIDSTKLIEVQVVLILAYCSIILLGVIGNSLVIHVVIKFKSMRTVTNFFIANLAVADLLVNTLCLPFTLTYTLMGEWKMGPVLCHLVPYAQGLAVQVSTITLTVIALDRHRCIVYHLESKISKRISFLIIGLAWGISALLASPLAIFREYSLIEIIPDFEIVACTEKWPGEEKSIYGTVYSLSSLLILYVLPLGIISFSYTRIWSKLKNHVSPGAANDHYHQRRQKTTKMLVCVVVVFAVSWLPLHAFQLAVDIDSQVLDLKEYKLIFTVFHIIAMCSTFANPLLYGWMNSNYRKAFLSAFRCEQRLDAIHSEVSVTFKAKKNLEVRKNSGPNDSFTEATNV
Phagocyt inh: inhibitors of macrophage phagocytosis, primary screen, imaging, J774A.1 cells, IgG beads; J774A.1 macrophage IgG-bead phagocytosis; inhibition, % at 5 µM; 110,000 compounds, 0.07% hits;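 active means inhibition above the mean of the plate negative controls plus 5 SD, cut at about 13% in these data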;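 further: phagocytic index as fraction of beads internalized from green versus red external bead signal; plate controls were DMSO negative control for no effect and cytochalasin-D positive control for full effect; some results beyond the cut were filed as inactive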
E-sel TNF inh: E-selectin induction blockers in HUVEC – imaging, immunofluorescence, high content, primary screen | HUVEC TNFa-induced E-selectin immunofluorescence | inhibition, % at 2 µM | 120,000 compounds, 0.71% hits | AID 1246, 2008;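 active means inhibition above the batch mean plus 3 SD, and confirmed as a hit on visual image review, cut at about 43% in these data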;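 further: 0% = TNF-stimulated DMSO wells and 100% = unstimulated control wells; not every result past the cut was called active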
GALR2 antag: GALR2 antagonists in receptor-expressing cells, primary screen; Galanin receptor type 2 (Homo sapiens), O43603; antagonist mode; inhibition, % at 4 µM; 140,000 compounds, 0.39% hits; in the data active means inhibition above about 27%;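 further: cells stimulated with galanin 1-16 at roughly its EC80; 0% = agonist challenge control and 100% = basal control without agonist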
Target sequence (O43603 whole entry, looked up): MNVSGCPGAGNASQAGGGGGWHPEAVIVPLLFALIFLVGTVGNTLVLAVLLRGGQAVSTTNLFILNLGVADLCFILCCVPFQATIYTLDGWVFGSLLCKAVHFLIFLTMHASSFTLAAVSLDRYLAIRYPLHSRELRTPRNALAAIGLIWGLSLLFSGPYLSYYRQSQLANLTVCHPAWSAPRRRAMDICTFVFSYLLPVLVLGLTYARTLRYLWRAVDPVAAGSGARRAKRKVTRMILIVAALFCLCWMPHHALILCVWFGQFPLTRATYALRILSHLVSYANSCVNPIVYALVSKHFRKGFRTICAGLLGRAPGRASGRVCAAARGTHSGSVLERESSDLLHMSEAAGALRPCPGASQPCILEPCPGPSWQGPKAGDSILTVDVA
* marks the source's active call; other numbers are inactive results; . = no result given.

NPY Y2 blocker | Phagocyt inh | E-sel TNF inh | GALR2 antag | structure
-2 | . | . | 5 | CCOP(=O)(OCC)c1nc(-c2ccc(C)cc2)oc1N1CCOCC1
8 | . | . | 11 | O=C1c2ccccc2C(Nc2ccc(S(=O)(=O)N3CCCCC3)cc2)N1c1ccccn1 (centres undefined)
17 | . | . | -32 | CC(C)(C)CC(C)(C)NCC(O)COc1ccc2c(c1)CCC2 (centres undefined)
-1 | . | . | -13 | COc1ccc(NC(=S)NCCN2CCOCC2)c(OC)c1
6 | . | . | -6 | O=C1c2ccccc2C(=O)N1Cc1cc(-c2ccc(Cl)cc2)no1
6 | . | . | -18 | CC(C)(C)c1ccc(OCC(O)CNC(=O)c2ccccc2C(=O)O)cc1 (centres undefined)
-1 | . | . | -8 | O=C(CSc1ccc2nnc(-c3ccc(F)cc3)n2n1)N1CCOCC1
1 | . | . | 2 | c1ccc(-n2c(Cc3cccnc3)nc3cnccc32)cc1
3 | . | . | 4 | CCc1cc(=O)oc2cc(OS(C)(=O)=O)ccc12
2 | . | . | -3 | Cc1ccc(NS(=O)(=O)c2ccc(NC(=O)c3ccc(-c4ccccc4)cc3)cc2)c(C)c1
1 | . | . | 5 | COc1cccc(N/C=C/C(=O)c2ccc(Br)cc2)c1
4 | . | . | 8 | Cc1ccnc(SCCn2c(N(C)Cc3ccccc3)nc3c2c(=O)n(C)c(=O)n3C)n1
-2 | . | . | 5 | COc1ccc(NC(=O)Nc2cccc(OC)c2)cc1
3 | . | . | -4 | CCc1ccc(NC(=O)CSC2=C(C#N)C(c3ccc4c(c3)OCO4)CC(=O)N2)cc1 (centres undefined)
5 | . | . | 7 | COc1ccc(CCNC(=O)c2c(O)c3c([nH]c2=O)CCCC3)cc1OC
0 | . | . | -1 | N#Cc1c(N)nc(SC2CCCCC2=O)c(C#N)c1-c1ccco1 (centres undefined)
-1 | . | . | 15 | Nc1nc(CSc2nnnn2-c2ccc(F)c(Cl)c2)nc(N2CCOCC2)n1
1 | . | . | -5 | Cc1c(Cl)cccc1NC(=S)NCc1ccc(Cl)cc1
3 | -5 | . | -9 | O=C(c1ccco1)[C@@H]1[C@@H]2C(=O)N(c3ccccc3)C(=O)[C@@H]2C2c3ccccc3C=CN21 (some centres undefined)
2 | -3 | . | 7 | COCCn1nnnc1C(c1ccc(OC)c(OC)c1)N1CCN(c2nc3ccccc3s2)CC1 (centres undefined)
0 | 2 | . | 0 | COCCOC(=O)C1=C(C)NC2=C(C(=O)CCC2)C1c1ccc(N(C)C)cc1 (centres undefined)
4 | -1 | . | -9 | COc1ccc(CCNC2CC(=O)N(CCc3ccccc3)C2=O)cc1OC (centres undefined)
2 | -1 | . | 5 | CC1(C)CC(=O)C=C(NCc2ccco2)C1
0 | 0 | . | 19 | CC(=O)Nc1n[nH]c(S(=O)(=O)Cc2ccc(Cl)cc2Cl)n1
1 | -1 | . | -4 | O=C1OC(Nc2nccs2)c2ccccc21 (centres undefined)

3 records picked at random from the list so far, as already listed:
NPY Y2 blocker | Phagocyt inh | E-sel TNF inh | GALR2 antag | structure
2 | -3 | . | 7 | COCCn1nnnc1C(c1ccc(OC)c(OC)c1)N1CCN(c2nc3ccccc3s2)CC1 (centres undefined)
-2 | . | . | 5 | COc1ccc(NC(=O)Nc2cccc(OC)c2)cc1
1 | -1 | . | -4 | O=C1OC(Nc2nccs2)c2ccccc21 (centres undefined)

Some of these compounds in order of the NPY Y2 blocker value, descending:
NPY Y2 blocker | Phagocyt inh | E-sel TNF inh | GALR2 antag | structure
6 | . | . | -18 | CC(C)(C)c1ccc(OCC(O)CNC(=O)c2ccccc2C(=O)O)cc1 (centres undefined)
0 | 2 | . | 0 | COCCOC(=O)C1=C(C)NC2=C(C(=O)CCC2)C1c1ccc(N(C)C)cc1 (centres undefined)
-2 | . | . | 5 | COc1ccc(NC(=O)Nc2cccc(OC)c2)cc1

(listing goes on)
NPY Y2 blocker | Phagocyt inh | E-sel TNF inh | GALR2 antag | structure
7 | -1 | . | 2 | N#CCCCSc1nnc(CSc2nc3ccccc3s2)n1-c1ccccc1
3 | -1 | . | 8 | O=c1sc2ccccc2n1COc1ccccc1
-1 | -1 | . | 10 | O=C(Nc1ccc2c(c1)OCCO2)c1ccc2nccnc2c1
3 | 0 | . | 2 | CN(CCc1ccccn1)S(=O)(=O)c1ccccc1F
1 | 0 | . | 20 | CC(C)C(NS(=O)(=O)c1ccc2c3c(cccc13)C(=O)N2)C(=O)O (centres undefined)
2 | -1 | . | -1 | CCCc1ccc2c(N)c(C#N)sc2n1
0 | -1 | . | 2 | CCn1c(SCC(=O)c2cc(OC)ccc2OC)nnc1C1CC1
0 | 2 | . | 1 | CCCCOc1ccc(NC(=O)C2CC=CCC2C(=O)O)cc1 (centres undefined)
-1 | 0 | . | 13 | COC(=O)c1ccc(N2C(=O)c3ccc(OC)c(OC)c3C2=O)cc1
2 | 0 | . | 4 | C=CCC(=O)OCC(=O)Nc1ccc(Oc2ccccc2)cc1
0 | 0 | . | 7 | Cc1noc(C)c1CSCC(=O)NC1=NCCS1
0 | -1 | . | 1 | CC(=O)NC(CC(=O)NCC(c1ccco1)N(C)C)c1ccccc1 (centres undefined)
2 | 1 | . | 3 | Cc1nc(C2CC(=O)OC23CCCCC3)cs1 (centres undefined)
1 | . | 11 | 10 | CCOC(=O)C1=NNC(C(=O)c2ccccc2)C1c1ccc(OC)cc1 (centres undefined)
0 | . | 14 | -4 | CC(=O)c1ccc(NC(=O)c2cnn3c(C(F)F)cc(C4CC4)nc23)cc1
0 | . | 20 | -1 | O=C(C1CC(=O)N(C2CCCC2)C1)N1CCN(c2ccc(F)cc2)CC1 (centres undefined)
-6 | . | -21 | -10 | Nc1ccc(-n2c(N)c(C(=O)NCc3ccc4c(c3)OCO4)c3nc4ccccc4nc32)cc1
3 | . | -3 | 1 | CC1=CCC(C(C)(C)NC(=O)c2ccccc2)C/C1=N\O (centres undefined)
8 | . | 2 | -7 | O=C(CN1CCOc2ccccc21)NC1CCCCCCC1
1 | . | 13 | 8 | COc1cccc(CN(CC(=O)NCC2CCCO2)C(=O)CNS(=O)(=O)c2ccccc2)c1 (centres undefined)
5 | . | 5 | -4 | O=C(c1ccccc1)c1ccc(OCC(O)CN2CCOCC2)cc1 (centres undefined)
7 | . | 5 | 8 | O=C(CSc1ncnc2c1nnn2-c1ccc(F)cc1)N1CCN(c2ccccc2)CC1
3 | . | 1 | -3 | CCOc1ccc(-n2cc(C(=O)Nc3cccc(C)n3)c3cc(OC)c(OC)cc3c2=O)cc1
2 | . | -17 | -9 | COC(=O)c1sc(NC(=O)c2cnccn2)c(C(=O)OC)c1C
2 | . | 8 | -3 | Cc1cccc(C(=O)NCc2nnc(SCC(=O)N3CCN(c4ccccc4)CC3)n2C)c1

A stretch from further up:
NPY Y2 blocker | Phagocyt inh | E-sel TNF inh | GALR2 antag | structure
-2 | . | . | 5 | CCOP(=O)(OCC)c1nc(-c2ccc(C)cc2)oc1N1CCOCC1
8 | . | . | 11 | O=C1c2ccccc2C(Nc2ccc(S(=O)(=O)N3CCCCC3)cc2)N1c1ccccn1 (centres undefined)
17 | . | . | -32 | CC(C)(C)CC(C)(C)NCC(O)COc1ccc2c(c1)CCC2 (centres undefined)

Other compounds:
NPY Y2 blocker | Phagocyt inh | E-sel TNF inh | GALR2 antag | structure
1 | . | -12 | -5 | Cc1cc(C)c2c(n1)sc1c(N3CCOCC3)ncnc12
3 | . | 7 | 3 | COc1ccc(/C=C/c2nc3sc4c(c3c(=O)o2)CCC4)cc1
7 | . | -4 | -7 | CCCn1c(=NC(C)=O)c(C#N)cc2c(=O)n3cccc(C)c3nc21
-1 | . | 15 | -6 | CCOC(=O)c1cc(-c2ccccc2)sc1NC(=O)CN1C(=O)c2ccccc2C1=O
14 | . | 23 | -9 | O=c1cc(-c2ccccc2)n(S(=O)(=O)c2ccc3ccccc3c2)o1
0 | . | -53 | -12 | O=C(CN(C(=O)c1ccc(Cl)cc1Cl)N1C(=O)C2C3C=CC(C3)C2C1=O)c1ccc(F)cc1 (centres undefined)
0 | . | -22 | 8 | C=CCc1ccc(OCCOc2cccc(/C=N/n3cnnc3)c2)c(OC)c1
6 | . | 1 | 4 | Cc1cc(N2CCCCCC2)nc2ccc(F)cc12
4 | . | -23 | -15 | Cn1c(N2CCC(C(N)=O)CC2)nc2c1c(=O)n(Cc1ccc(Br)cc1)c(=O)n2C
0 | . | 0 | -8 | CCOP(=O)(OCC)C(C#N)=C1SCN(c2ccccc2)CS1
1 | . | 10 | -15 | Cc1nc(N2CCN(c3ncccn3)CC2)c2oc3ccccc3c2n1
14 | . | -42 | 21 | N#Cc1c(NC(=O)CSc2ncccn2)oc(-c2ccccc2)c1-c1ccccc1
0 | . | -6 | 7 | COc1cc(-c2nc(Cc3c(F)cccc3Cl)no2)cc(OC)c1OC
8 | . | -18 | 9 | COc1ccc(-c2nnn(CCc3nn[nH]n3)n2)cc1
2 | . | -9 | 0 | O=C(CN1CCN(C(=O)c2ccco2)CC1)Nc1ccc2c(c1)OCO2
1 | . | -13 | 8 | Cc1c(C(=O)NCCN2CCOCC2)sc2nc(-c3ccc(F)cc3)cn12
3 | . | -1 | -8 | COCCn1c(SCc2nnc(-c3ccc(OC)c(OC)c3)o2)nc2sc3c(c2c1=O)CCC3
7 | . | -10 | -5 | CC1(C)CC(=O)C(C=Nc2ccncc2)=C(O)C1
1 | . | 5 | 4 | O=C(Cc1cccs1)Nc1nnc(COc2ccccc2)s1
-1 | . | 22 | 2 | COc1ccc(C(=O)Nc2cccc([N+](=O)[O-])c2)cc1Br
5 | . | 0 | -1 | CCn1c(-c2cc(Br)ccc2O)n[nH]c1=S
1 | . | -14 | 4 | CCCn1c(C)nc2c(c1=O)c1nc3ccccc3nc1n2CCc1ccccc1
6 | . | 0 | -6 | CCCC(=O)N1CCc2cc(OC)c(OC)cc2C1c1cc2cc3c(cc2[nH]c1=O)OCO3 (centres undefined)
-1 | . | -29 | -12 | CC1CN(C(=O)/C=C/c2cccc([N+](=O)[O-])c2)CC(C)O1 (centres undefined)
0 | . | -6 | 0 | Cc1cc(C)c2c(n1)nn1c(N3CCN(c4cccc(Cl)c4)CC3)cc(C)nc21

Record cards, from the list above. Values in the order: NPY Y2 blocker | Phagocyt inh | E-sel TNF inh | GALR2 antag
O=C(Cc1cccs1)Nc1nnc(COc2ccccc2)s1 in the list: 1 | . | 5 | 4
Cc1cc(C)c2c(n1)nn1c(N3CCN(c4cccc(Cl)c4)CC3)cc(C)nc21 in the list: 0 | . | -6 | 0

Other structures.
NPY Y2 blocker | Phagocyt inh | E-sel TNF inh | GALR2 antag | structure
5 | . | 19 | 4 | Cc1[nH]n(-c2ccc([N+](=O)[O-])cc2)c(=O)c1N=Nc1nc2ccccc2s1
2 | . | 8 | -3 | COc1ccc(-c2nc(CSCC(=O)N3CCN(C4CCCCC4)CC3)c(C)o2)cc1OC
5 | . | -3 | 4 | c1cc2c3c(cccc3c1)C(N1CCN(C3=Nc4cccc5cccc3c45)CC1)=N2
0 | . | -24 | 7 | O=[n+]1c2c(n([O-])c3cc(F)c(N4CCCC4)cc31)CCC2
2 | . | -1 | -21 | c1ccc(CC2CCN(c3nc(N4CCOCC4)nc(N4CCOCC4)n3)CC2)cc1
8 | . | 3 | -2 | C=C(C)c1cccc(C(C)(C)NC(=O)N2CCN(c3ncccn3)CC2)c1
0 | . | -84 | 2 | Cc1onc(-c2ccccc2)c1-c1n[nH]c(=S)n1-c1ccccc1
0 | . | -92 | -15 | CCOC(=O)C1=C(CN2CCc3ccccc32)NC(=O)NC1c1cc(C)ccc1C (centres undefined)
1 | . | -17 | -6 | O=C1c2ccccc2-c2nc3ncnn3c(-c3ccccc3)c21
-1 | . | -25 | 11 | CCCCCCCc1nc2c(=O)[nH]c3ccccc3c2o1
0 | . | -16 | 1 | Cc1c2c(n3c(nc4ccccc43)c1C#N)N(Cc1cccnc1)CC2
2 | . | -13 | 3 | COc1ccc(OC)c(NC(=O)c2cnc3ccccn3c2=O)c1
3 | . | 4 | 2 | COc1ccc(/C=C2\CCc3ccccc3C2=O)cc1Cn1nc(C)c(Br)c1C
13 | . | -42 | -1 | Cn1c(=O)c2c(nc(CN3CCN(c4ccccc4)CC3)n2CCCc2ccccc2)n(C)c1=O
3 | . | -6 | 13 | N#Cc1c(N)nc2c(c1-c1ccncc1)CCCCCC2
1 | . | 6 | -11 | N#Cc1cc2c(=O)n3ccccc3nc2n(Cc2cccnc2)c1=N
2 | . | -14 | 9 | Cc1cccn2c(=O)c3cc(C#N)c(=N)n(CCCN4CCOCC4)c3nc12
1 | . | -21 | 4 | CC(C)Oc1ccc(C2C(C(=O)c3ccco3)=C(O)C(=O)N2CCCN(C)C)cc1 (centres undefined)
-3 | . | 0 | 10 | CCOC(=O)C1C(=O)CC(C)(O)C(C(=O)OCC)C1c1ccc2c(c1)OCO2 (centres undefined)
3 | . | -18 | -4 | COc1ccc(-c2c3c(=O)n(C)c(=O)n(C)c3c3nnc4ccccc4n23)cc1
1 | . | -4 | 2 | CC(C)(C(=O)c1ccccc1)/[N+]([O-])=C/c1ccc(Br)cc1

Some of the compounds tested. The share of hits here may be higher or lower than overall.
